CRE-bla Fsk: Cell signaling CRE-BLA (Fsk stim); Potency, µM (highest dose often 38.2 µM), inactives show top-dose activity change, negative = inhibition, hits mostly activators; AID 662, 2007; actives 2.5% (n = 71,000); CHO CRE-bla reporter (cAMP response element driving beta-lactamase), forskolin EC10, beta-lactamase ratio; active = well fitted activation curve with a large enough effect in the signal ratio, with a control signal flat, not every such curve was filed as active; inconclusive = small, poorly fitted or top-dose-only effect, or effect the other way, or a change in a side signal; the % refers to the signal ratio; also: potency is read from the fitted curve at half-maximal effect; % of control where 0% means no effect
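Forskolin analogue NKH 477 at EC10 stimulated CRE-driven beta-lactamase in CHO cells alongside compound dilution series. Beta-lactamase was measured with CCF4, excitation 405 nm, emission ratio 460/530 nm.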
BRCT PPI red: qHTS Assay for Inhibitors of BRCT-Phosphoprotein Interaction (Red Fluorophore); Breast cancer type 1 susceptibility protein (Homo sapiens), P38398; BRCT-phosphopeptide binding, red fluorescence polarization; Potency, µM (top dose mostly 76.9 µM), inactives show top-dose activity change, negative = inhibition, usual class: inhibitors; actives 0.03% (n = 75,000); AID 892, 2007; also: % is scaled to controls: 0 for no effect and ±100 for the full control effect
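Rhodamine-labelled pBACH1 10-mer (100 nM) bound to BRCT domain (100 nM) at pH 7.3; compounds incubated 12 min room temperature, polarization read. Free peptide defines full inhibition; unlabelled decapeptide titrated as control.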
Tau fil binding: qHTS Assay for Tau Filament Binding; recombinant tau filaments, thioflavin S fluorescence, 15 h; filaments grown with octadecylsulfate alongside compound; AID 596, 2007; actives 2% (n = 71,000); Potency, µM (highest dose often 57.1 µM), for the others: top-dose activity change, negative = inhibition; Microtubule-associated protein tau (Homo sapiens), P10636;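 also: potency is read from the fitted curve at half-maximal effect; % is scaled to controls: 0 for no effect and ±100 for the full control effect; actives lower thioflavin S fluorescence by blocking filaments or displacing dye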
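Assay mix: 1 uM His-tagged tau, 30 uM sodium octadecylsulfate, thioflavine S dye in HEPES/NaCl/DTT buffer. Compound is added prior to the inducer. Fluorescence after 15 h at 37 C.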
USP2a inhib: qHTS Assay for Inhibitors of Ubiquitin-specific Protease USP2a | Ubiquitin carboxyl-terminal hydrolase 2 (Homo sapiens), O75604 | USP2a enzymatic assay, qHTS inhibition | Potency, µM (titrated, usually from 38.3 µM), for inactives: at the top dose activity change, negative = inhibition, hits mostly inhibitors | actives 0.1% (n = 60,000) | AID 927, 2007;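 also: potency is read from the fitted curve at half-maximal effect; nearly all actives have a fitted effect of over 60% in size; plate controls were DMSO for no effect and NEM full inhibition control for full effect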
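Coupled readout: USP2-cleaved Ub-PLA2 (20nM final) turns over NBD C6-HPC (20uM final), Ex 460nm/Em 535nm after 2.5 h, time-zero read flagging artifacts. Enzyme (20nM final, pH 8.0 Tris) given 30 min RT with compound first; NEM defines full inhibition.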
Luciferase inh: qHTS Assay for Inhibitors of Firefly Luciferase; Luciferin 4-monooxygenase (Photinus pyralis), P08659; Potency, µM (doses to about 57.1 µM), without a hit: at the top dose activity change, negative = inhibition, most hits filed as inhibitors; purified firefly luciferase, luminescence, 8 min; actives 2.2% (n = 72,000); also: potency is read from the fitted curve at half-maximal effect; % is scaled to controls: 0 for no effect and ±100 for the full control effect; nearly all actives have a fitted effect of over 40% in size
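qHTS concentration-response profiling: light output of P. pyralis luciferase with luciferin and 10 uM ATP, imidazole buffer pH 7.2. Read by luminescence after 8-min room-temperature incubation.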
Casp7 inh: qHTS Assay for Allosteric/Competitive Inhibitors of Caspase-7; P55210; recombinant caspase-7, Ac-DEVD-AFC fluorescence rate; Potency, µM (highest dose often 57.5 µM), for the others: at the highest dose activity change, negative = inhibition, usual class: inhibitors; actives 0.02% (n = 75,000); active = well fitted inhibition curve with a large enough effect in the main read-out, with a control signal flat, not every such curve was filed as active; inconclusive = small, poorly fitted or top-dose-only effect, or a change in a side signal; also: potency is read from the fitted curve at half-maximal effect; % of control where 0% means no effect
Target sequence (P55210 24-198 limits assumed): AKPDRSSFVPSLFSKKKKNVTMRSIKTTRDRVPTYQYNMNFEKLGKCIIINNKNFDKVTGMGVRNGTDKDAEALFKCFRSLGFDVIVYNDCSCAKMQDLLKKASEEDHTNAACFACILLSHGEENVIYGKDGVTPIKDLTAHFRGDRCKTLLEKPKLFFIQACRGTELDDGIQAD
Target sequence (P55210 207-303 limits assumed): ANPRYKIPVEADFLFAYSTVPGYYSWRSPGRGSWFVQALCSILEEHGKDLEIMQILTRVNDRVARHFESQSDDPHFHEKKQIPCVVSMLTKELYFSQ
A350 fluor: qHTS Assay for Spectroscopic Profiling in A350 Spectral Region | AID 590, 2007 | actives 11% (n = 59,000) | Compound autofluorescence, 340/450 nm, Alexa 350 dye-equivalents; active compounds read high | max dye-equivalent concentration, M; in the data active = max dye-equivalent concentration above about 10 nM; inconclusive = mostly about 1.1 nM to 9.6 nM
Casp1 inh: qHTS Assay for Allosteric/Competitive Inhibitors of Caspase-1 | Caspase-1 enzyme, Ac-WEHD-AFC fluorogenic rate | Potency, µM (highest dose often 57.5 µM), for inactives: top-dose activity change, negative = inhibition, usual class: inhibitors | actives 0.03% (n = 75,000);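 also: potency is read from the fitted curve at half-maximal effect; plate controls were vehicle for no effect and no substrate for full effect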
Target sequence (P29466 120-297 limits assumed): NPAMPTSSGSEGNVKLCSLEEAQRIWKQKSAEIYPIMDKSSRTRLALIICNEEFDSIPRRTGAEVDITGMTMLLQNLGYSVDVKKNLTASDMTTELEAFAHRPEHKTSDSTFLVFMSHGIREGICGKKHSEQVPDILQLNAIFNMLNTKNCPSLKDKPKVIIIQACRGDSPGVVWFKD
Target sequence (P29466 317-404 limits assumed): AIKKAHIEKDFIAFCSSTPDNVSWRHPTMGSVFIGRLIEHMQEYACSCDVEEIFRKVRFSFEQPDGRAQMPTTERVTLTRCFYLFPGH
HEK293 cAMP ctrl: qHTS Assay for Agonists of the Thyroid Stimulating Hormone Receptor: Activators of Intracellular cAMP Concentrations in Parental HEK 293; parental HEK293 CNG cAMP sensor, membrane potential fluorescence; Potency, µM (highest dose often 57.1 µM), for the others: at the top dose activation, actives largely listed as activators; actives 2.5% (n = 73,000); AID 938, 2007; also: potency is read from the fitted curve at half-maximal effect; % of control where 0% means no effect; nearly all actives have a fitted effect of over 55% in size
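Parental HEK 293 cells stably expressing a cAMP-gated CNG channel were loaded with membrane potential dye containing 100 uM RO 20-1724 for 60 min. Compound added for 30 min; depolarization read as fluorescence intensity at 590 nm.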
BRCT inh green: qHTS Assay for Inhibitors of BRCT-Phosphoprotein Interaction (Green Fluorophore); Potency, µM (doses to about 76.9 µM), for the others: top-dose activity change, negative = inhibition, actives largely listed as inhibitors; Breast cancer type 1 susceptibility protein (Homo sapiens), P38398; actives 0.05% (n = 75,000); BRCA1 BRCT-phosphopeptide binding, green fluorescence polarization;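 also: potency is read from the fitted curve at half-maximal effect; plate controls were peptide without protein for full effect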
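Fluorescence polarization: His-tagged BRCT (~35 kDa BRCA1 C-terminus, 250 nM) bound to 100 nM fluorescein-labeled phosphorylated 10-aa BACH1 peptide, pH 7.3 phosphate buffer with DTT and Tween 20. Compounds incubated 12 min at room temperature; inhibition read as lowered polarization.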
ERK AVP inh: qHTS Assay for Inhibitors of the ERK Signaling Pathway using a Homogeneous Screening Assay; HEK293-V1b, vasopressin-stimulated pERK AlphaScreen; Potency, µM (series often up to 57.5 µM), for inactives: at the highest dose activity, negative = inhibition, most hits filed as inhibitors; actives 0.99% (n = 72,000); also: potency is read from the fitted curve at half-maximal effect; % is scaled to controls: 0 for no effect and ±100 for the full control effect; nearly all actives have a fitted effect of over 55% in size
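HEK293 cells stably expressing V1b receptor, seeded overnight in 1% FBS, were treated with compounds for 30 min at 37C, then stimulated 5 min with 25 nM vasopressin; phospho-ERK read by AlphaScreen SureFire after lysis.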
* hit, by the source's call; [ ] = another dose, or the depositor's remark. Unless noted, calls follow the shape of the dose curve; as a rule, active = well fitted curve in the direction sought with a large enough effect; inconclusive = small, poorly fitted or top-dose-only effect, or another doubt; inactive = no such curve, though single readings can be large; an effect the other way counts as inactive or inconclusive. Some of the compounds tested; the hit share may differ from the screen's.

What do the screens show for `O=C(Cn1cnc2ccccc2c1=O)NCC(=O)N1CCC2(CC1)OCCO2`?
CRE-bla Fsk: -5%; BRCT PPI red: -1.6%; Tau fil binding: 7%; USP2a inhib: -4%; Luciferase inh: 1%; Casp7 inh: 0%; A350 fluor: inactive; Casp1 inh: 0%; HEK293 cAMP ctrl: 28%; BRCT inh green: -1.3%; ERK AVP inh: 13%

What do the screens show for `O=C1C[C@H]2OCCC=C3CN4CC[C@@]56c7ccccc7N1[C@@H]5[C@H]2[C@H]3C[C@@H]46`?
CRE-bla Fsk: -9%; Tau fil binding: -28%; Luciferase inh: 2%[11.4 µM]; A350 fluor: inactive; HEK293 cAMP ctrl: 28%

What do the screens show for `N#Cc1cccc(NC(=O)N2CCCC3(CCN(C(=O)Oc4ccccc4)CC3)C2)c1`?
CRE-bla Fsk: -11%; BRCT PPI red: 0.8%; Tau fil binding: -4%; USP2a inhib: 122%[activator]; Luciferase inh: -1%[11.4 µM]; Casp7 inh: -1%; A350 fluor: inactive; Casp1 inh: -3%; HEK293 cAMP ctrl: 9%; BRCT inh green: -2.1%; ERK AVP inh: 23%

What do the screens show for `OC1(c2cccnc2)CC2CCC(C1)N2Cc1nnnn1Cc1ccccc1` (stereo not drawn)?
CRE-bla Fsk: 8%; BRCT PPI red: -1.8%; Tau fil binding: 9%; USP2a inhib: 23%; Luciferase inh: 1%; Casp7 inh: 3%; A350 fluor: inactive; Casp1 inh: 1%; HEK293 cAMP ctrl: 2%; BRCT inh green: -1.1%; ERK AVP inh: -1%

Results for C(CCOCC1CO1)COCC1CO1 (stereo not drawn) ?
CRE-bla Fsk: -10%; BRCT PPI red: 0.6%; Tau fil binding: 8%; Casp7 inh: 0%; Casp1 inh: -2%; HEK293 cAMP ctrl: 25%; BRCT inh green: 1.3%; ERK AVP inh: 3%

What do the screens show for `O=C(C1CCCCC1)N1CCC(c2nc3c(nnn3Cc3c(F)cccc3Cl)c(=O)[nH]2)CC1`?
CRE-bla Fsk: -5%; BRCT PPI red: -0.7%; Tau fil binding: 40%; USP2a inhib: 39%[activator]; Luciferase inh: -1%; Casp7 inh: 0%; A350 fluor: inactive; Casp1 inh: -1%; HEK293 cAMP ctrl: -44%[inhibitor]; BRCT inh green: 0.4%; ERK AVP inh: -6%

What do the screens show for `Cn1c(O)c(/C=N/c2ccccn2)c(=O)n(C)c1=O`?
CRE-bla Fsk: inconclusive; BRCT PPI red: -0.4%; Tau fil binding: 9%; USP2a inhib: -4%; Luciferase inh: 0%; Casp7 inh: 0%; A350 fluor: inconclusive; Casp1 inh: 0%; HEK293 cAMP ctrl: 30%[2.29 µM]; BRCT inh green: 1.1%; ERK AVP inh: 17%

What do the screens show for `O=C(NC[P+](=O)O)OCc1ccccc1`?
CRE-bla Fsk: 4%; BRCT PPI red: 0.3%; Tau fil binding: -5%; USP2a inhib: -1%; Luciferase inh: -2%; Casp7 inh: -1%; A350 fluor: inactive; Casp1 inh: 0%; HEK293 cAMP ctrl: 12%; BRCT inh green: -4.7%; ERK AVP inh: -26%

What do the screens show for `c1cc(Cc2cnc[nH]2)ccn1`?
BRCT PPI red: 0.8%; Casp7 inh: 0%; Casp1 inh: 3%; HEK293 cAMP ctrl: -5%; BRCT inh green: -0.9%; ERK AVP inh: 0%

Results for CC1=C2CCC3C4CCC(=O)[C@@]4(C)CCC3[C@]2(C)CCC1=O (stereo partly drawn) ?
BRCT PPI red: -1.9%; USP2a inhib: 7%; Casp7 inh: 0%; Casp1 inh: 0%; BRCT inh green: 0.3%[3.08 µM]; ERK AVP inh: -13%

What do the screens show for `CN[C@@H](Cc1c[nH]c2ccccc12)C(=O)O`?
BRCT PPI red: -1.5%; Casp7 inh: -1%; Casp1 inh: 6%; BRCT inh green: -1.5%; ERK AVP inh: 2%

What do the screens show for `C[C@]1(O)CC[C@H]2[C@@H]3[C@@H](O)CC4=CC(=O)CC[C@@]4(C)[C@H]3CC[C@]21C`?
CRE-bla Fsk: inconclusive; BRCT PPI red: 1.4%[15.4 µM]; Tau fil binding: 10%[11.4 µM]; Luciferase inh: 1%[11.4 µM]; Casp7 inh: 1%[11.5 µM]; A350 fluor: inactive; Casp1 inh: -1%[11.5 µM]; HEK293 cAMP ctrl: 10%[11.4 µM]; BRCT inh green: -1.0%[15.4 µM]; ERK AVP inh: -2%[11.5 µM]

Results for COC(=O)C(O)(c1cn(C)c2ccccc12)C(F)(F)F (stereo not drawn) ?
CRE-bla Fsk: inconclusive; BRCT PPI red: 0.4%; Tau fil binding: 5%; USP2a inhib: 3%; Luciferase inh: 5%; Casp7 inh: 2%; A350 fluor: inactive; Casp1 inh: -1%; HEK293 cAMP ctrl: 0%; BRCT inh green: -2.0%; ERK AVP inh: 13%

What do the screens show for `C/C=C(\C)C(=O)O[C@@H]1C(C)=C2[C@H]([C@@H]1OC(=O)CCCCCCC)[C@@](C)(OC(C)=O)C[C@@H](OC(=O)CCC)[C@@]1(O)[C@H]2OC(=O)[C@]1(C)O`?
CRE-bla Fsk: inconclusive; BRCT PPI red: -3.6%; Tau fil binding: -18%; USP2a inhib: -14%; Luciferase inh: 0%; Casp7 inh: 1%; A350 fluor: inactive; Casp1 inh: 2%; HEK293 cAMP ctrl: 13%; BRCT inh green: -2.2%; ERK AVP inh: 20%

What do the screens show for `Cc1cc(OCC(=O)OC(C)(C)C)c2c3c(c(=O)oc2c1)CCC3`?
CRE-bla Fsk: 9%; BRCT PPI red: 0.7%; Tau fil binding: 91%; USP2a inhib: 0%; Luciferase inh: 1%; Casp7 inh: 1%; Casp1 inh: 1%; HEK293 cAMP ctrl: 8%; BRCT inh green: 1.8%; ERK AVP inh: -15%

What do the screens show for `CNC1C2CN3CCC(O2)C13` (stereo not drawn)?
BRCT PPI red: -0.6%; Casp7 inh: 1%; Casp1 inh: 0%; BRCT inh green: -0.8%; ERK AVP inh: -1%

Results for O=C(O)[C@H]1C[C@@H]1[C@H](NP(=O)(c1ccccc1)c1ccccc1)c1ccccc1 ?
CRE-bla Fsk: 3%; BRCT PPI red: -0.3%; Tau fil binding: 2%; Casp7 inh: 0%; Casp1 inh: 2%; HEK293 cAMP ctrl: 17%; BRCT inh green: 0.3%; ERK AVP inh: -13%

Results for N#Cc1c(Cl)c(Cl)c(Cl)c(C#N)c1Cl ?
BRCT PPI red: -0.1%; USP2a inhib: -7%; Casp7 inh: -1%; Casp1 inh: -3%; BRCT inh green: -2.3%[3.08 µM]; ERK AVP inh: 2µM*

What do the screens show for `Cc1cc(C)n2nc(SC(C)C(=O)N3CCC4(CC3)OCCO4)nc2n1` (stereo not drawn)?
CRE-bla Fsk: inconclusive; BRCT PPI red: -1.2%; Tau fil binding: 1%; USP2a inhib: 4%; Luciferase inh: 1%; Casp7 inh: -5%; A350 fluor: inactive; Casp1 inh: -1%; HEK293 cAMP ctrl: 6%; BRCT inh green: 0.8%; ERK AVP inh: 0%

How did CC1(C)COC(Nc2ccc(Cl)cc2)=N1 do in these assays?
CRE-bla Fsk: 0%; BRCT PPI red: -0.4%; Tau fil binding: 0%; USP2a inhib: -9%; Luciferase inh: -1%; Casp7 inh: 1%; A350 fluor: inactive; Casp1 inh: 0%; HEK293 cAMP ctrl: 2%; BRCT inh green: -3.1%; ERK AVP inh: -10%

Results for CC(C)[C@@]1(NC(=O)[C@@H]2C[C@H]3c4cccc5[nH]cc(c45)C[C@@H]3N(C)C2)O[C@]2(O)[C@H]3CCCN3C(=O)CN2C1=O ?
CRE-bla Fsk: -8%[17.1 µM]; BRCT PPI red: -0.8%[34.4 µM]; Tau fil binding: -14%[25.6 µM]; USP2a inhib: 21%[17.1 µM]; Luciferase inh: 1%[25.5 µM]; Casp7 inh: 1%[25.7 µM]; A350 fluor: inactive; Casp1 inh: -2%[25.7 µM]; HEK293 cAMP ctrl: -1%[25.6 µM]; BRCT inh green: -6.1%[34.4 µM]; ERK AVP inh: 14%[25.7 µM]

What do the screens show for `N[C@@H](CP(=O)(O)O)C(=O)O`?
CRE-bla Fsk: 5%[7.6 µM]; BRCT PPI red: 1.3%[15.4 µM]; Tau fil binding: 5%[11.4 µM]; Luciferase inh: 2%[11.4 µM]; Casp7 inh: 1%[11.5 µM]; A350 fluor: inactive; Casp1 inh: 1%[11.5 µM]; HEK293 cAMP ctrl: 0%[11.4 µM]; BRCT inh green: -1.5%[15.4 µM]; ERK AVP inh: 13%[11.5 µM]

Source: PubChem BioAssay (National Center for Advancing Translational Sciences (NCATS))
